Screening results deposited in PubChem by National Center for Advancing Translational Sciences (NCATS).
IL1B secr inh = blocks inflammasome-driven IL-1 beta release; actives 4.7% (n = 360,000); THP-1 LPS/ATP IL-1B secretion, AlphaLISA, 16 h; hits give low values; activity change, % at 57.5 µM; in the data active = activity change below about -50%; inconclusive = mostly about -30% to -49%; note: % is set by controls: 0 for no effect and ±100 for the full control effect
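Secreted IL-1B measured by AlphaLISA bead assay after 16 h compound exposure of THP-1 cells; compounds (final up to 57.5 uM) added 1 h before LPS (250 ng/mL) and ATP (1.25 mM) stimulation; lower signal means less secretion.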
MCF10A rereplic = induces DNA re-replication in MCF 10a normal breast cells. MCF 10A DNA re-replication, Hoechst nuclear intensity, 48 h. Potency, µM (titrated, usually from 46.1 µM), without a hit: at the top dose activity, positive = re-replication, usual class: activators. actives 2.9% (n = 350,000); note: potency is the fitted concentration of half-maximal effect; % of control where 0% means no effect; nearly all actives have a fitted effect of over 50% in size
A549 viability = kills or reduces viability of A549 cells in Nrf2 counter-screen. A549 ARE-Fluc cells, CellTiter-Fluor viability, 18-24 h. Potency, µM (top dose mostly 46 µM), for the others: at the highest dose activity change, negative = cytotoxicity, usual class: inhibitors. actives 0.16% (n = 390,000). AID 504648; note: potency is the fitted concentration of half-maximal effect; % is set by controls: 0 for no effect and ±100 for the full control effect
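A549 ARE-Fluc cells in 5% FBS OPTI-MEM, 5000 cells/well, rested 2 h then exposed to compounds in concentration-response for 18-24 h at 37 °C. Viability by CellTiter-Fluor fluorescence (Ex 405/Em 525) after 30 min; luciferase luminescence (BugLite, 15 min, RT) read afterwards.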
ATXN2 expr inh = inhibitors of ATXN2 expression | actives 0.72% (n = 360,000) | Potency, µM (titrated, usually from 57 µM), for inactives: at the top dose activity change, negative = inhibition, most hits filed as inhibitors | HEK-293 ATXN2-luciferase reporter, luminescence, 24 h | AID 1745845; note: potency is the fitted concentration of half-maximal effect; % is set by controls: 0 for no effect and ±100 for the full control effect; nearly all actives have a fitted effect of over 55% in size
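qHTS (up to 57 uM final) was run with 24 h compound exposure of reporter cells at 37 °C. Each well was multiplexed: SteadyGlo luminescence measured ATXN2-luciferase expression after a fluorogenic Gly-Phe-AFC viability readout (25 uM final).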
S2 tox = viability counter-screen for ATXN expression inhibitors; S2 cells (HEK-293 line with an ATXN2-luciferase reporter) viability, CellTiter-Fluor protease fluorescence, 24 h; Potency, µM (highest dose often 56.7 µM), most hits filed as cytotoxic; actives 0.49% (n = 400,000); AID 651635; note: potency is the fitted concentration of half-maximal effect; nearly all actives have a fitted effect of over 40% in size
TGFb inhibitor = blocks TGF-b signaling | HepG2 CAGA-GFP TGF-b/SMAD3 reporter, GFP fluorescence, 18 h; TGF-beta stimulated, 500 pg/mL final | AID 588855 | Potency, µM (top dose mostly 46.1 µM), inactives show at the highest dose activity, negative = inhibition, most hits filed as inhibitors | actives 1.2% (n = 410,000); note: potency is the fitted concentration of half-maximal effect; % is set by controls: 0 for no effect and ±100 for the full control effect; nearly all actives have a fitted effect of over 65% in size
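First, reporter cells (HEPG2 CAGA-GFP) rested 2 h at 37 degrees C. Next, compounds were pinned in and TGF-beta added to 500 pg/mL final. After 18 h, GFP was imaged per cell and summed per well.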
Nrf2 activator = Nrf2 pathway activation; AREc32 ARE-luciferase reporter (MCF7-derived line), luminescence, 24 h; Potency, µM (highest dose often 46.1 µM), inactives show at the top dose activation, hits mostly activators; actives 0.31% (n = 410,000); AID 624171; note: potency is the fitted concentration of half-maximal effect; % of control where 0% means no effect; nearly all actives have a fitted effect of over 65% in size
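AREc32 cells carrying an ARE-driven firefly luciferase, 1000 cells/well in OPTI-MEM with 5% FBS, dosed after overnight attachment and incubated 24 hr at 37 deg C. Steady-Glo luminescence read after 30 min at RT.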
HepG2 viability = counter-screen for TGF-b inhibitors: cytotoxicity in HepG2 cells. Potency, µM (highest dose often 46.1 µM), without a hit: at the top dose activity change, negative = cytotoxicity, hits mostly cytotoxic. HepG2 CAGA-GFP viability, ATP luminescence, 18 h. AID 588856. actives 0.76% (n = 410,000); note: potency is the fitted concentration of half-maximal effect; some results filed as inactive show a strong effect at the top dose
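CellTiter-Glo luminescence gave cytotoxicity after 18 hours at 37 degrees C. The cells were HepG2 CAGA-GFP in 1% FBS DMEM, stimulated with 500 pg/mL TGF-beta after compound addition. %Activity was normalised to no-cell wells (complete cell-killing) and DMSO (no toxicity), and curves were fitted and classified.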
Nrf2 inh = Nrf2 pathway inhibition; actives 2.1% (n = 360,000); Potency, µM (top dose mostly 46 µM), without a hit: at the highest dose activity change, negative = inhibition, hits mostly inhibitors; A549 ARE-Fluc reporter, luciferase luminescence, 18-24 h; AID 504444; note: potency is the fitted concentration of half-maximal effect; % is set by controls: 0 for no effect and ±100 for the full control effect; nearly all actives have a fitted effect of over 60% in size
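A549 ARE_Fluc cells, 5000/well, 5% FBS OPTI-MEM; compounds in dose-response, 18-24 h at 37 °C/5% CO2; CellTiter-Fluor viability read (Ex 405/Em 525), then BugLite luciferase luminescence = Nrf2 activity.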
* hit, by the source's call; i = inactive; ? = inconclusive; / = no result given; [ ] = another dose, or the depositor's remark. Unless noted, calls come from the whole dose curve; as a rule, active = well fitted curve in the direction sought with a large enough effect; inconclusive = small, poorly fitted or top-dose-only effect, or another doubt; inactive = no such curve, though single readings can be large; an effect the other way counts as inactive or inconclusive.

Molecule	IL1B secr inh	MCF10A rereplic	A549 viability	ATXN2 expr inh	S2 tox	TGFb inhibitor	Nrf2 activator	HepG2 viability	Nrf2 inh
COc1ccc(CCNC(=O)c2cccc(C(=O)NCCc3ccc(OC)cc3)n2)cc1	-6	13%	-1%	5%	i	-17%	1.9%	3%	-30%
CCN(CC(=O)NCc1cccs1)C(=O)c1ccc(S(=O)(=O)N(CC)c2ccccc2)cc1	-18	-5%	1%	0%	?	5%	-0.4%	0%	-13%
Cn1c(CCNC(=O)c2ccc(F)cc2)nc2ccccc21	-25	1%	-7%	-10%	i	-3%	-0.9%	-5%	-14%
CSC[C@@H]1NC(=S)N(c2ccc(C)cc2)C1=O	0	-1%	4%	-9%	i	-30%	2.0%	-30%	-13%
COC(=O)c1ccc(CSc2nnnn2C)o1	-5	14%	-7%	1%	i	-16%	0.4%	-1%	2%
CCOC(=O)C1=CN(Cc2cccc(-c3ccc4c(c3)OCO4)c2)S(=O)(=O)N(C)C1C (stereo not given)	-6	?	15%	-2%	i	-1%	9.6%	-18%	-3%
CC(C)C[C@H](NC(=O)c1nc[nH]c1C(=O)NCCNC(=O)OC(C)(C)C)C(=O)CNCCNC(=O)c1[nH]cnc1C(=O)N[C@@H](C)C(=O)OC(C)(C)C	-5	?	-1%	7%	i	9%	0.0%	3%	29%
O=C(CCc1ccccc1)N1CCCC(Nc2ccc(F)cc2)C1 (stereo not given)	0	-3%	11%	-15%	i	-11%	2.3%	-1%	1%
COc1ccc2c(c1)Sc1ccccc1N2	-25	?	-4%	?	i	?	3.2%	-20%	-25%
CN(C1CCCCC1)S(=O)(=O)c1ccc(NC(=O)Cn2nc(-c3ccc(F)cc3)ccc2=O)cc1	6	1%	-5%	-12%	i	?	-0.8%	0%	-10%
CCCCN=c1sc(C(=O)OC)cc(=O)n1CCCC	2	?	-2%	2%	i	-2%	-0.2%	-9%	/
CC1CCCCN1C(=O)CN1C(=O)CSc2ccc(S(=O)(=O)N3CCOCC3)cc21 (stereo not given)	-16	-3%	-1%	-6%	i	3%	-0.7%	-11%	0%
Cc1cc(C)cc(Nc2ccc3nonc3c2[N+](=O)[O-])c1	-14	-2%	-13%	-9%	i	6%	-0.8%	-28%	-7%
CCOc1cc(S(=O)(=O)NCc2ccc3c(c2)OCO3)c(C)cc1C	25	-6%	-7%	-8%	i	-3%	0.0%	-14%	-19%
CC(=O)c1cccc(NC(=O)C(C)OC(=O)c2ccc(Br)o2)c1 (stereo not given)	17	-3%	6%	-1%	i	-1%	0.2%	0%	2%
Cc1cc(-c2nnc3n2N=C(c2ccc(F)cc2)CS3)n[nH]1	28	?	-3%	8%	i	-1%	3.9%	-8%	?
Cc1ccc2cc(CCNC(=O)c3ccc(S(=O)(=O)N4CCOCC4)cc3)c(=O)[nH]c2c1	?	1%	-9%	3%	i	0%	-0.2%	15%	-10%
O=C(OCC(=O)N1CCCC1)c1cnc(Cl)c(Cl)c1	?	-3%	0%	1%	i	7%	15%	1%	13%
CCOC(=O)C1CCN(C(=O)c2cccc(S(=O)(=O)N3c4ccccc4CC3C)c2)CC1 (stereo not given)	4	7%	-2%	9%	i	-2%	-0.5%	-4%	5%
COc1ccc(NC(=O)CCC(=O)Nc2nnc(CC(C)C)s2)cc1Cl	0	-1%	1%	7%	i	6%	0.3%	-1%	?
Fc1ccc(Nc2nc(-c3ccncc3)nc3ccccc23)cc1	39	?	12%	16%	i	-9%	2.0%	-5%	?
O=C(CSc1cccc[n+]1[O-])NCC1CCCCC1	8	-2%	3%	-5%[11.3 µM]	i	-8%	1.6%	-38%	11%
CC(C)COP(=O)(c1ccc(N(C)C)cc1)C(O)c1ccccc1 (stereo not given)	-8	0%	-1%	3%	i	-2%	-0.2%	6%	2%
CCOC(=O)CSc1snnc1C	7	-3%	11%	19%	i	18%	-0.3%	-1%	7%
COc1ccc(N(C(=O)c2ccco2)S(=O)(=O)c2cc(OC)ccc2OC)cc1	25	-3%	-6%	-1%	i	2%	-0.5%	-4%	12%
COc1ccc(CCNC(=O)C2CC(c3ccccc3F)=NO2)cc1 (stereo not given)	2	23%	2%	30%	i	?	0.6%	1%	12%
O=C(c1ccc2c(=O)n(-c3ccccc3)c(=O)[nH]c2c1)N1CCN(c2ccc(F)cc2)CC1	49	11%	-8%	/	/	0%	-0.3%	-22%	?
CCOc1c(Br)cc(CNc2ccc3c(c2)OCCO3)cc1OC	2	1.3µM*	?	-10%	i	?	-0.4%	-11%	0%
CCC(=O)Nc1ccc(N2CCCCC2)c(C(=O)Nc2ccc(OC)cc2)c1	i	20%	-15%	-12%	i	-24%	2.8%	0%	18µM*
CCCC(=O)Nc1ccc2c(c1)nc(CN1CCN(C(=O)OCC)CC1)n2C(C)C	/	/	?	/	/	?	-0.4%	-14%	?
CCCN(CC(=O)Nc1ccc(F)c(F)c1F)CC(=O)Nc1c(Cl)cccc1Cl	-1	?	-6%	9%	i	9%	-0.3%	-6%	-1%
Clc1ccccc1-c1cc2nc(NCCCn3ccnc3)ccn2n1	-21	/	/	5%	i	0%	7.5%	-15%	/
O=C(COc1ccccc1-c1ccccc1)NCCN1C(=O)S/C(=C\c2cccnc2)C1=O	-1	?	3%	-1%	i	0%	-0.7%[9.22 µM]	-18%	?
O=c1oc(-c2ccccc2)nc2c1C1(CCCCC1)Cc1ccccc1-2	-5	2%	7%	1%	i	5%	0.2%	-4%	0%
COCc1cc(CNC(=O)C2CCC(=O)N(Cc3ccccc3F)C2)[nH]n1 (stereo not given)	i	4%	3%	7%	i	-20%	-0.3%	0%	5%
COc1ccc(CCNC(=O)c2c(O)c3c([nH]c2=O)CCCC3)cc1	-21	4%	?	-25%	i	-6%	0.2%	5%	?
O=C(c1ccccn1)N(CC1CCCO1)C1(C(=O)NC2CCCCC2)CCCCC1 (stereo not given)	-10	14%	-1%	-3%	?	-26%	-1.4%	-4%	17%
COc1ccccc1Nc1c2ccccc2nc2ccccc12	-93*	?	?	-15%	/	?	3.8%	-28%	15µM*
CCOC(=O)CSc1nc2ccccc2c(=O)n1NC(=O)c1ccccc1	-13	2%	2%	-12%	i	4%	25%	-21%	11%
COc1ccc2nc(NC(=O)[C@@H]3CCCN3C(=O)c3cccs3)sc2c1	0	22%	-3%	/	i	1%	4.7%	-6%	?
C#CCC(NC(=O)c1ccc(C(F)(F)F)cc1)C(=O)NCCC (stereo not given)	7	1%	3%	0%	i	-2%	0.0%	-1%	1%
COc1cc(C(=O)OC2CCN(C)CC2)cc(OC)c1OC	-11	24%	6%	2%	i	-1%	-0.5%	-11%	0%
Cc1cc(C(=O)N/N=C/c2c[nH]c3ccccc23)cs1	-4	-1%	4%	52%[activator]	i	-3%	11%	-3%	5%
N#CC/C(N)=N/NC(=O)CCCNc1ncc(C(F)(F)F)cc1Cl	-24	8%	8%	11%	i	-5%	-0.1%	-172%	?
O=C(CCN1CCOCC1)N1c2ccccc2Sc2ccc(Cl)cc21	-3	-2%	-8%	/	?	?	?	-12%	2%
COc1ccc(N(CC(=O)Nc2ccccc2C(=O)NCC(C)C)S(C)(=O)=O)cc1	10	-5%	-6%	1%	i	4%	-0.2%	0%	3%
CCOc1ccccc1/C=c1\sc2nc(-c3ccco3)nn2c1=O	-9	21%	3%	-1%	i	5%	0.2%	-7%	-12%
CCN(CC(=O)Nc1ccc(OC)cc1)C(=O)CSCC(=O)Nc1cc(C)on1	-8	21%	11%	4%	i	-17%	0.8%	-13%	11%
Cc1nn(CCCC(=O)NCCc2ccccc2)c(=O)c2nccn12	1	2%	-7%	6%	i	-12%	-1.1%	-5%	12%
Cc1cccc(N2CC(C(=O)OCC(=O)c3c(N)n(CC(C)C)c(=O)n(C)c3=O)CC2=O)c1C (stereo not given)	2	?	-8%	-3%	?	?	-0.6%	-12%	-14%
COc1ccccc1Cn1c(SCC(=O)C(C)(C)C)nc2ccccc2c1=O	/	/	-16%	-2%	i	?	2.7%	-17%	/

Two entries from above in a different format:
Values run as follows: IL1B secr inh	MCF10A rereplic	A549 viability	ATXN2 expr inh	S2 tox	TGFb inhibitor	Nrf2 activator	HepG2 viability	Nrf2 inh
COc1ccc2nc(NC(=O)[C@@H]3CCCN3C(=O)c3cccs3)sc2c1
 : 0	22%	-3%	/	i	1%	4.7%	-6%	?
COc1cc(C(=O)OC2CCN(C)CC2)cc(OC)c1OC
 : -11	24%	6%	2%	i	-1%	-0.5%	-11%	0%

Some of these compounds in order of the Nrf2 activator value, smallest number first:
compound	IL1B secr inh	TGFb inhibitor	Nrf2 activator
Cc1cccc(N2CC(C(=O)OCC(=O)c3c(N)n(CC(C)C)c(=O)n(C)c3=O)CC2=O)c1C (stereo not given)	2	?	-0.6%
O=c1oc(-c2ccccc2)nc2c1C1(CCCCC1)Cc1ccccc1-2	-5	5%	0.2%
CCC(=O)Nc1ccc(N2CCCCC2)c(C(=O)Nc2ccc(OC)cc2)c1	i	-24%	2.8%
